# TSHR antagonist = Antagonists of the Thyroid Stimulating Hormone Receptor: HTS campaign; hit rate 0.2% among 330,000; activity change, negative = inhibition, % at 11.5 µM; TSHR-expressing cells, TSH-stimulated cAMP HTRF, 2 h; hits give low values;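 active means activity change below a set negative limit, meaning inhibition stronger than a set level, cut at about -70% in these data; inconclusive means activity change between two set negative limits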; further: on the % scale 0 is the no-effect control and ±100 the full control effect
# Target sequence (P16473 whole entry, looked up): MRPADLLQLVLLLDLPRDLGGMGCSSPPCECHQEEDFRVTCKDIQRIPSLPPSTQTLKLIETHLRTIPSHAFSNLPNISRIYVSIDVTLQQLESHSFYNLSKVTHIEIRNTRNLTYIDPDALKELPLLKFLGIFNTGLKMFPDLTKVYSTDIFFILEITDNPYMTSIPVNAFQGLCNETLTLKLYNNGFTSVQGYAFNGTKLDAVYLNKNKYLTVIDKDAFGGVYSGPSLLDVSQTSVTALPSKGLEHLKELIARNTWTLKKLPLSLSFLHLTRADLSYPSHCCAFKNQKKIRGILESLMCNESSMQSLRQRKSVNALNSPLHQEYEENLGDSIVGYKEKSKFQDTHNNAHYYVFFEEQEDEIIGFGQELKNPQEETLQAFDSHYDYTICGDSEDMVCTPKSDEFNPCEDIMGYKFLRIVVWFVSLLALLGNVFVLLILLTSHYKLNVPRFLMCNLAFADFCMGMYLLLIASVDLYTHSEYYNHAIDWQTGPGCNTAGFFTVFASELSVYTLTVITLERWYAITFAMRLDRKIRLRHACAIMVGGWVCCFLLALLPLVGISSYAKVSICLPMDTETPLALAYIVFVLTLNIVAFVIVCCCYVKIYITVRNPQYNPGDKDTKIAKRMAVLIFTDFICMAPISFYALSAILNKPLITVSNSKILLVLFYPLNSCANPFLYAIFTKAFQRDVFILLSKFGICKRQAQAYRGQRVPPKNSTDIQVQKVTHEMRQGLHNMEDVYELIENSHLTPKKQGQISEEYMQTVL
#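 Freshly harvested TSHR cells receive pin-tooled compound, then EC80 TSH at 4nM final. After 2 hours at 37 deg C, antibody in lysis buffer and cAMP-d2 are added; 30 minutes at ambient temperature precede the HTRF read.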
# MBNL1 CUG block = qHTS Assay for Inhibitors of MBNL1-poly(CUG) RNA binding; Muscleblind-like protein 1 (Homo sapiens), Q9NR56; TR-FRET MBNL1-His/biotin-(CUG)12 binding, 665/545 ratio; Potency, µM (highest dose often 57.5 µM), for inactives: at the highest dose activity change, negative = inhibition, hits mostly inhibitors; hit rate 0.036% among 280,000; active means well fitted inhibition curve with a large enough effect in the signal ratio, with a control signal flat, not every such curve was filed as active; inconclusive means small, poorly fitted or top-dose-only effect, or effect the other way, or a change in a side signal; inactive means no such curve, though single readings can be large or run the other way; the % refers to the signal ratio; further: potency means the concentration at half of the fitted maximal effect; on the % scale 0 is the no-effect control and ±100 the full control effect
#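 MBNL1-His + Biotin-(CUG)12, cpd titration 92 nM–58 uM; Tb anti-His Ab 0.055 ng/ul, SA-XL665 5 nM (final); 60 min RT; ratiometric 665/545 nm, Ex 340 nm; normalized to buffer and full-complex controls.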
# TSG101-PTAP inh = qHTS Assay for Iinhibitors of HIV-1 Budding by Blocking the Interaction of PTAP/TSG101 | AID 493005, 2010 | Potency, µM (highest dose often 115 µM), for inactives: at the top dose activity change, negative = inhibition, actives largely listed as inhibitors | Fluorescence polarization, FITC-PTAP peptide / Tsg101 binding | Tumor susceptibility gene 101 protein (Homo sapiens), Q99816 | 340,000 tested, under 10 active; active means well fitted inhibition curve with a large enough effect in the main read-out, with a control signal flat, not every such curve was filed as active; inconclusive means small, poorly fitted or top-dose-only effect, or effect the other way, or a change in a side signal; inactive means no such curve, though single readings can be large or run the other way; further: potency means the concentration at half of the fitted maximal effect; % of control where 0% means no effect
#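 Compounds were pin-transferred onto Tsg101 binding domain (10 uM final) in HEPES pH 7.5 buffer, then FITC-PTAP peptide was added at 50 nM final. After 20 min at RT, polarization reported peptide displacement across a qHTS concentration series.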
# Menin-MLL TR inh = qHTS Assay for Inhibitors Targeting the Menin-MLL Interaction in MLL Related Leukemias: Competition With Texas Red Labeled MLL-derived Mutant Peptide; O00255; Menin + Texas Red MLL mutant peptide, fluorescence polarization; Potency, µM (doses to about 61.6 µM), for inactives: at the top dose FP activity change, negative = inhibition, actives largely listed as inhibitors; hit rate 0.23% among 270,000; AID 1768, 2009; active means well fitted inhibition curve with a large enough effect in the polarisation, with a control signal flat, not every such curve was filed as active; inconclusive means small, poorly fitted or top-dose-only effect, or effect the other way, or a change in a side signal; inactive means no such curve, though single readings can be large or run the other way; the % refers to the polarisation; further: potency means the concentration at half of the fitted maximal effect; % of control where 0% means no effect; many of its hits are not listed in these tables
# Mito fusion yeast = qHTS Assay for Small Molecule Inhibitors of Mitochondrial Division or Activators of Mitochondrial Fusion; Potency, µM (top dose mostly 46.1 µM), inactives show at the top dose growth rescue (activation), actives largely listed as activators; hit rate 0.23% among 320,000; S. cerevisiae fusion-defective mutant growth rescue, CellTiterGlo 48 h;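 further: potency means the concentration at half of the fitted maximal effect; % of control where 0% means no effect; nearly all actives have a fitted effect of over 45% in size; temperature-sensitive fusion mutants such as fzo1-1 at 37 °C on non-fermentable ethanol glycerol medium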
#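 Luminescent cell viability in 1536-well qHTS format served as the measure of rescued growth in ts fusion-mutant S. cerevisiae cultured on non-fermentable YPEG for 48 hours at 37C.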
# ASM inhibitor = Inhibitors of Secretory Acid Sphingomyelinase (S-ASM): qHTS; placental ASM, HMU-PC fluorogenic substrate, 60 min; Potency, µM (top dose mostly 57.5 µM), for inactives: top-dose activity change, negative = inhibition, hits mostly inhibitors; hit rate 0.006% among 340,000; AID 504937, 2011; further: potency means the concentration at half of the fitted maximal effect
#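 Human placenta-derived ASM preincubated with compound 10 min at room temperature, then reacted with 9 uM (final) fluorogenic HMU-PC substrate for 60 min at 37 C. Stop solution raises pH to 10; fluorescence read at Ex 386/Em 447 nm.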
# MLL CXXC-DNA inh = qHTS Fluorescence Polarization Assay for Inhibitors of MLL CXXC domain - DNA interaction. Histone-lysine N-methyltransferase 2A (Homo sapiens), Q03164. MLL-CXXC / FITC-HOXA9 DNA fluorescence polarization. Potency, µM (series often up to 115 µM), inactives show top-dose activity change, negative = inhibition, actives largely listed as inhibitors. hit rate 0.037% among 290,000. AID 2662, 2010; active means well fitted inhibition curve with a large enough effect in the polarisation, with a control signal flat, not every such curve was filed as active; inconclusive means small, poorly fitted or top-dose-only effect, or effect the other way, or a change in a side signal; inactive means no such curve, though single readings can be large or run the other way; the % refers to the polarisation; further: potency means the concentration at half of the fitted maximal effect
#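 Fluorescence polarization: 7 uM MLL-CXXC (stock) preincubated 5 min with compounds, then 50 nM fluorescein-HOX-A9 DNA (stock) added; 30 min ambient. Buffer 50 mM Tris-HCl pH 7.5, 50 mM NaCl, 1 mM DTT, 0.05% BSA.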
# TCR act = Activators of T cell receptors: qHTS campaign. primary human leukocytes, anti-CD3, IL-2 HTRF, 48 h. Potency, µM (series often up to 9.22 µM), for the others: at the highest dose activation of IL-2 secretion, usual class: activators. 330,000 tested, under 10 active. AID 504894, 2011; further: % of control where 0% means no effect
#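 Using a-CD3 beads without co-stimulation, primary human leukocytes were exposed to compounds for 48 hr. An HTRF IL-2 kit measured the cytokine, with europium-to-d2 energy transfer producing emission at 665nm upon 320nm excitation.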
# Integrin act MD = qHTS for Activators of Integrin-Mediated Alleviation for Muscular Dystrophy; alpha7betagal myoblasts, beta-gal FDG fluorescence, 48 h; Potency, µM (series often up to 38.3 µM), for the others: at the highest dose activation, actives largely listed as activators; hit rate 0.064% among 350,000;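 further: potency means the concentration at half of the fitted maximal effect; 100% = response of the positive control SU9516; nearly all actives have a fitted effect of over 60% in size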
#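 Alpha7betagal+/- myoblasts (passage 13) were plated 16-24 hr, then exposed to compounds (1:260 dilution of DMSO stock) for 48 hours at 37C. After MPER lysis, β-galactosidase reporter activity was read as FDG fluorescence (ex 480/em 540) after 30 minutes.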
# AT treatment = qHTS Assay for Identifying a Potential Treatment of Ataxia-Telangiectasia; Potency, µM (doses to about 57.5 µM), for inactives: at the highest dose activation, most hits filed as activators; […] A-T fibroblasts, KAP-1 phosphorylation AlphaLISA; neocarzinostatin DNA damage 30 min before lysis; hit rate 0.19% among 320,000; AID 485349, 2010; further: potency means the concentration at half of the fitted maximal effect; % of control where 0% means no effect; nearly all actives have a fitted effect of over 45% in size
#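 ATM-like activity read as KAP-1 phosphorylation via AlphaLISA donor/acceptor antibody pairs after lysis and 6 hr at 25C. Cells were ATM-null patient fibroblasts ([…], hTERT), dosed 60 min, then exposed to the DSB inducer NCS for 30 min.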
# Active calls of the source: *; ? = inconclusive; . = no result given; [ ] = dose if it differs, or a comment. Unless noted, the call rests on the fitted dose curve; in most records, active means well fitted curve in the direction sought with a large enough effect; inconclusive means small, poorly fitted or top-dose-only effect, or another doubt; inactive means no such curve, though single readings can be large; an effect the other way counts as inactive or inconclusive. An excerpt. The share of hits here may be higher or lower than overall.
SMILES,TSHR antagonist,MBNL1 CUG block,TSG101-PTAP inh,Menin-MLL TR inh,Mito fusion yeast,ASM inhibitor,MLL CXXC-DNA inh,TCR act,Integrin act MD,AT treatment
O=C1C=C(c2ccccc2)C(O)(c2ccccc2)C1 (centres undefined),4.1,-6.5%,-8.6%,1.1%,0.0%,0.5%,-1.1%,-2.0%,-20.5%,9.6%
CC(NS(=O)(=O)c1ccc(OCC(=O)Nc2cccc([N+](=O)[O-])c2)cc1)c1ccccc1 (centres undefined),-10.1,-5.4%,-1.8%,?,-5.0%,-4.1%,1.9%,-3.3%[46.1 µM],-50.9%[inhibitor],3.2%
COC(=O)c1cc(OC)c(OC)cc1N,-5.0,-3.9%,-10.2%,11.8%,-1.1%,7.7%,-5.1%,-6.2%[46.1 µM],8.0%,-2.8%
Cc1cccn2c(=O)c3cc(S(=O)(=O)c4ccccc4)c(=N)n(Cc4cccnc4)c3nc12,-5.2,7.3%,-6.1%,.,11.3%,131.2%[activator],-0.7%,-8.5%,-9.1%,-2.3%
CC(C)=C1C2C=CC1C1C(=O)N(c3ccc4c(c3)OCO4)C(=O)C21 (centres undefined),28.7,-6.2%,0.8%,11.5%,2.5%,-2.8%,5.7%,-0.7%[46.1 µM],0.0%,-4.3%
Cc1cc(O)c(/C=N/OCc2ccc(Cl)cc2Cl)c(=O)o1,16.0,-2.5%,-3.4%,1.5%,-1.1%,9.9%,45.6%[activator],7.1%,7.5%,-4.7%
Cc1cc(=O)n2[nH]c(C)c(-c3ccc(Cl)cc3)c2n1,8.1,-11.7%,-10.0%,5.9%,-3.0%,-0.1%,14.6%,-2.6%,0.5%,-5.3%
O=C(c1ccc(Cl)c(Cl)c1)N1CCC(O)(CN2CCOCC2)CC1,0.7,-1.4%,-4.8%,-26.6%,-0.1%,1.4%,5.2%,-6.3%,-22.7%,1.4%
O=C(NC1CC1)c1cc(-c2ccc(Br)cc2)nc2ccccc12,-21.9,.,-0.4%,.,10.9%,-2.5%,.,.,-17.2%,5.0%
O=C(O)c1nnn(-c2cc(C(F)(F)F)cc(C(F)(F)F)c2)c1-c1ccccc1,-0.8,-5.8%,-7.2%,.,-5.4%,1.0%,-0.6%,-6.0%,28.9%,-3.7%
CCOC(=O)/C(C#N)=C/c1c(N2CCN(C)CC2)nc2ccccn2c1=O,1.1,?,-4.7%,13.6%,9.0%,14.3%,?,3.4%,-27.0%,-10.5%
CCc1nc2ccccc2c(C(=O)Nc2cccc(C)c2)c1C,7.7,-1.3%,1.0%,2.6%,4.2%,-1.0%,3.4%,.,-5.9%,-10.1%
COc1cccc(NC(=O)COc2cc(C)cc3oc(=O)cc(C)c23)c1,6.5,49.7%[activator],-3.9%,?,1.7%,-6.1%,-1.1%,3.7%,11.9%,-0.2%
CC(C)(C)c1ccc(C(=O)N/C(N)=N/c2nc3ccccc3o2)cc1,-3.5,0.4%,-3.9%,-6.5%,-0.5%,-0.3%,-2.7%,5.8%,28.2%,7.5%
O=C(O)/C(=C1/OC(=O)c2ccccc21)c1ccccc1,2.8,10.7%,-1.1%,6.9%,-4.4%,-0.1%,-1.3%,0.6%,-4.4%,1.6%
C(=C\c1nnc2c3ccccc3ncn12)/c1ccccc1,-1.2,.,-0.6%,?,6.0%,1.9%,-8.7%,10.1%[46.1 µM],18.5%,-2.1%
Cc1cccc(N=Nc2cn[nH]c2-c2ccco2)c1,-20.5,15.6%,-3.5%,14.1%,-7.1%,-3.5%,-2.1%,-10.1%,6.5%,-1.4%
CCCCOC(=O)n1c(=O)oc2cc(S(=O)(=O)N3CCCCC3)ccc21,-13.4,-7.9%,-3.9%,17.4%,10.6%,-2.2%,81.4%[activator],.,-14.5%,9.8%
COc1cccc(NC(=O)Nc2ccc(C)c(Cl)c2)c1,3.1,-2.8%,-4.4%,17.9%,-0.6%,-0.3%,-3.9%,-6.2%,16.4%,4.9%
CS(=O)(=O)N(CC(=O)Nc1ccccc1C(=O)N1CCOCC1)c1cccc(F)c1,-6.4,-2.9%,-5.4%,.,2.3%,-0.8%,7.4%,3.6%,-0.3%,12.9%
COc1ccc(/C(N)=N/OC(=O)CCCN2C(=O)c3ccccc3C2=O)cc1OC,-12.3,2.7%,-10.9%,-21.7%,-3.1%,0.6%,16.2%,-0.7%,-0.3%,-2.0%
O=C(COC(=O)/C=C/c1cccc(C(F)(F)F)c1)NC(c1ccccc1)c1ccccc1,5.2,0.7%,-2.5%,-5.7%,-3.0%,-0.1%,6.4%,0.0%[46.1 µM],6.3%,19.2%
c1ccc(Nc2ccccn2)nc1,7.3,-0.3%,-5.1%,-1.7%,8.8%,-2.5%,9.2%,3.4%,3.3%,5.6%
CCC(C)(NC(=O)c1ccc2c(c1)OCO2)C(=O)NC1CCCCC1 (centres undefined),-1.2,0.1%,0.3%,4.8%,0.3%,7.8%,12.9%,-9.0%,36.7%,0.3%
CCOC(=O)c1c(-c2ccccc2)csc1NC(=O)CCN1CCOCC1,24.4,.,0.7%,-10.7%,11.2µM*,-0.1%,4.8%,-9.2%[46.1 µM],0.0%,11.6%
O=C(NCCN1CCOCC1)c1ccc(Cl)c(Cl)c1,-9.1,-0.7%,-0.1%,-4.3%,1.4%,1.3%,22.2%,-2.2%,16.9%,-5.6%
Cc1ccc(CNS(=O)(=O)c2ccc(C)s2)cc1,18.1,-3.4%,-6.3%,.,6.9%,3.0%,1.1%,-0.1%,24.3%,11.1%
CCOC(=O)c1c(C)c(C(=O)NCc2cccs2)c(C)n1CC,1.0,1.6%,0.2%,9.0%,5.5%,-0.4%,4.5%,1.6%,-0.3%,-2.9%
COCCn1c(C(F)(F)F)ccc(NC(=O)c2ccccc2)c1=O,4.1,?,-5.1%,2.1%,-1.0%,-4.4%,12.0%,-6.4%,11.6%,-3.5%
Cc1c(Cl)cccc1NC(=O)Cn1c(CCC(=O)O)ccc1-c1ccc(Cl)cc1,-21.2,-0.8%,-0.4%,30.1%[activator],2.6%,3.3%,-9.0%,8.2%,0.0%,1.0%
CC[C@]12c3[nH]c4ccc(Cl)cc4c3CCN1C(=O)[C@@H](CC(=O)NC(C)(C)C)C[C@@H]2C(=O)N1CCN(C(=O)c2ccco2)CC1,-6.9,.,1.6%,.,.,-4.5%,.,5.0%[46.1 µM],16.7%,6.7%
C=CCOc1ccc(-c2nc3c(c(=O)[nH]c(=O)n3CCCC)n2C)cc1OC,-1.3,-6.8%,0.7%,-18.1%,6.5%,4.9%,2.0%,-2.6%,4.8%,5.6%
COc1ccc(/C=C(\NC(=O)c2ccccc2)C(=O)N/N=C/c2cccnc2)cc1,3.4,?,-3.5%,.,-3.2%,0.8%,-1.3%,4.1%,12.0%,-17.0%
O=C1C=C(N2CCOCC2)CCC1,.,.,-1.1%,.,.,10.6%,.,-1.8%,13.3%,.
CCCOc1ccc(/C=C/C(=O)N2CCN(c3ccccn3)CC2)cc1,12.7,.,0.1%,?,-1.2%,-1.3%,-3.9%,2.5%,8.5%,-1.8%
COC(=O)Cc1ccc(NC(=S)N2CCN(c3ccc(OC)cc3)CC2)cc1,16.0,-12.3%,-2.6%,-1.2%,3.3%,-3.2%,-1.6%,-3.7%[46.1 µM],-1.8%,-6.7%
CC1(c2ccc(Cl)cc2)NC(=O)N(CC(=O)NCc2ccc(F)cc2)C1=O (centres undefined),31.8,-4.5%,1.8%,16.9%,-5.4%,-6.1%,-2.9%,-4.0%,14.9%,3.7%
Cc1cc(C)c(S(=O)(=O)NCCOc2ccccc2)c(C)c1-n1cnnn1,9.1,-11.4%,-1.8%,4.4%,19.8%,5.0%,?,-0.6%,-1.9%,5.3%
CCCCCCCCN1C(=O)N(C)C(N(O)C(=O)NC)C1(C)C (centres undefined),2.4,-3.0%,-2.6%,-6.8%,-2.5%,-0.4%,4.5%,4.4%,-25.9%,-0.9%
